# Source: PubChem BioAssay
# SUMO1-SIM PPI = alters human SUMO1 binding to SIM partners | P63165 | SUMO1 binding to a labelled peptide, TR-FRET, 1 h | inhibition, % at 20 µM | hit rate 0.33% among 360,000; in the data active = inhibition above about 37%
# NadD inh = NadD (S. aureus) enzyme inhibition; purified NadD enzyme, colorimetric absorbance read-out; inhibition, % at 20 µM; AID 602399; hit rate 0.78% among 360,000; in the data active = inhibition above about 26%; also: some compounds past the cut are filed as inactive
# DNMT1 inh = DNMT1 (human) enzyme inhibition | inhibition (reported as % activation of signal), % at 10 µM | DNMT1 molecular beacon, Hinp1I cleavage, fluorescence | hit rate 0.83% among 360,000; in the data active = inhibition above about 50%
# Target sequence (P26358 504-1616 limits assumed): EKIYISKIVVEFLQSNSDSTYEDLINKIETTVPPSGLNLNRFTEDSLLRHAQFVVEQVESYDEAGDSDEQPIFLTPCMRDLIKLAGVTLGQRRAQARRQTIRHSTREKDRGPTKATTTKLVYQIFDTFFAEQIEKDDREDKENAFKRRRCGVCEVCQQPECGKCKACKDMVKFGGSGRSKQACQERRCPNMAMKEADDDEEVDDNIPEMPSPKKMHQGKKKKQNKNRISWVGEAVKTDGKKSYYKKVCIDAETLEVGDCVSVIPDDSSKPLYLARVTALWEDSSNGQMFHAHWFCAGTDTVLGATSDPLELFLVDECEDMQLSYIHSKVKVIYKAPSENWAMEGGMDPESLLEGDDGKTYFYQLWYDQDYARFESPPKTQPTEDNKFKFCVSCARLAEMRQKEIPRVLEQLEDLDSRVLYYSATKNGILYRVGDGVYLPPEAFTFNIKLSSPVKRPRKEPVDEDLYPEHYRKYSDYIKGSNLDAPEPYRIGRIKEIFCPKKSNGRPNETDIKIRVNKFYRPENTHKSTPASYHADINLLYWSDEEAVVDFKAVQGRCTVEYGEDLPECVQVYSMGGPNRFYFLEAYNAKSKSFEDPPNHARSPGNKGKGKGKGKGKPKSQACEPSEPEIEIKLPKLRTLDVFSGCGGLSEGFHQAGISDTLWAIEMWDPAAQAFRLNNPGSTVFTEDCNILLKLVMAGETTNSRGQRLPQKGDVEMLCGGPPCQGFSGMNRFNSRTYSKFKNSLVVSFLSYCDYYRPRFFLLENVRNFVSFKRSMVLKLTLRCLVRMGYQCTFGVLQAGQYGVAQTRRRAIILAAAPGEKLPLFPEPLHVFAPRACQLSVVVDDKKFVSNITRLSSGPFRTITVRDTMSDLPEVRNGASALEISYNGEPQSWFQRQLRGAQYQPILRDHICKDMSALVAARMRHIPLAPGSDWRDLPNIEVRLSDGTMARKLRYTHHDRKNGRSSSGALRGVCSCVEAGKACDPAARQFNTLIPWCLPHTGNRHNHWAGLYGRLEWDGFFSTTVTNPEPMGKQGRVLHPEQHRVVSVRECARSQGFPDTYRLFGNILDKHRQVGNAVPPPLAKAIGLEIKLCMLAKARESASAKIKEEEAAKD
# STEP block = STEP (human) phosphatase inhibition | hit rate 0.25% among 360,000 | inhibition, % at 20 µM | recombinant STEP, OMFP fluorogenic substrate, fluorescence | P54829;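 active = inhibition at 20 µM, scaled per plate between control wells, above about 37%, limit read from the data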;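 also: 0% = DMSO with enzyme and substrate and 100% = substrate only without enzyme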
#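 System: isolated STEP enzyme; schedule: 20 min enzyme reaction at room temperature, protected from light; medium: Bis-Tris buffer pH 6.0, 2.5 mM DTT, 0.005% Tween 20; signal: fluorescence, 480/540 nm; dosing: single compound dose of 20 µM, 1% DMSO final; also added: OMFP substrate, 25 µM final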
# Rpn11 inh = Rpn11 (human) deubiquitinase inhibition; O00487; human 26S proteasome, Ub4-pepOG fluorescence polarization; 20S core pre-blocked with epoxomicin; calls only at 20 µM; hit rate 0.59% among 360,000; AID 588493;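 active = inhibition at 20 µM, scaled to each plate's controls, above about 33%, limit read from the data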
# LMPTP block = blocks human LMPTP phosphatase | inhibition, % at 20 µM | hit rate 0.22% among 360,000 | recombinant LMPTP-A, OMFP fluorogenic substrate, fluorescence intensity | P24666;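 active = compounds that cut the enzyme signal by at least half of the control window in the single-dose screen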;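 also: plate controls were DMSO wells with enzyme plus substrate for no effect and substrate without enzyme for full effect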
#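 Assay system: LMPTP-A, protein tyrosine phosphatase of low molecular weight / Medium: pH 6.0 Bis-Tris buffer with DTT and Triton X-100 / Schedule: 50 min enzyme reaction at room temperature, protected from light / Measured by: endpoint fluorescence intensity from OMFP dephosphorylation / Read-out basis: % inhibition relative to no-enzyme and uninhibited control wells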
# Scp-1 inhibitor = blocks human Scp-1 phosphatase activity; Q9GZU7; Recombinant Scp1, phosphopeptide, malachite green phosphate absorbance; inhibition, % at 20 µM; hit rate 0.88% among 340,000;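 active = inhibition above about 50% at 20 µM, limit read from the data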;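 also: plate controls were DMSO wells with enzyme for no effect and wells lacking enzyme for full effect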
#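 Incubation: 45 min enzyme reaction at room temperature / System: truncated SCP-1 phosphatase (76-261aa) / Reagent: Phospho 17-mer peptide substrate / Buffer or medium: Acidic Tris acetate buffer with magnesium and detergent / Signal: absorbance at 630 nm / Doses: one concentration, 20 µM, with 1.0% DMSO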
# CSN deneddyl inh = blocks human CSN-mediated cullin deneddylation | Q92905 | Purified CSN, SCF-Nedd8-OG deneddylation, fluorescence polarization | inhibition, % at 12.5 µM | hit rate 0.38% among 360,000 | AID 651999;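 active = pattern-corrected inhibition above about 35%, with an unprinted fluorescence ratio check between 0.5 and 1.5, limit read from the data, passing the limit was not always enough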;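 also: 0% = enzyme with substrate and 100% = substrate without enzyme; some results filed as inactive read as strong as hits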
#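 Detection – fluorescence polarization · System – HEK293T-derived human Csn5 enzyme · Controls – substrate-only high control, full reaction low control · Timing – 90 min, room temperature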
# Rin1 Abl inh = inhibitors of human Rin1-Abl protein interaction | inhibition, % at 7.35 µM | hit rate 0.4% among 360,000 | TR-FRET Rin1/Abl binding, biochemical | AID 588664; in the data active = inhibition above about 5%, passing the limit was not always enough
# Neddylation inh = blocks human cullin neddylation. AID 651699. hit rate 0.58% among 360,000. calls only at 25 µM. TR-FRET cullin neddylation, biochemical. P61081+Q13564; in the data active = inhibition above about 36%
# The depositor's hits bear a star; i = inactive; . = no result given; + = active, no number.
# Letter code – A = SUMO1-SIM PPI; B = NadD inh; C = DNMT1 inh; D = STEP block; E = Rpn11 inh; F = LMPTP block; G = Scp-1 inhibitor; H = CSN deneddyl inh; I = Rin1 Abl inh; J = Neddylation inh
mol: COc1ccc(NC(=O)CCNC(=O)c2ccccc2Cl)cc1OC
  A = 0.8	B = -3.3	C = -0.1	D = -0.4	E = i	F = -0.8	G = -6.8	H = -1.8	I = -0.7	J = i

mol: COc1ccc(NC(=O)c2cc(-c3ccc(C)c(C)c3O)n[nH]2)cc1Cl
  A = 1.8	B = 7.4	C = 3.7	D = 1.8	E = i	F = 1.3	G = -9.0	H = -1.3	I = -1.9	J = i

mol: CCSc1nc(N)nc(-c2cccs2)c1C#N
  A = 0.2	B = -0.2	C = -3.7	D = -2.3	E = i	F = 1.8	G = -4.8	H = 7.2	I = -2.4	J = i

mol: COc1ccc(N[C@@H]2CCN3C(=O)c4ccccc4[C@@H]3C[C@H]2O)cc1
  A = 29.5	B = 6.8	C = -6.2	D = -1.2	E = i	F = -1.6	G = 3.9	H = 0.0	I = -1.6	J = i

mol: COc1ccc(C(=O)NC(C)c2ccc(-n3ccnc3)cc2)c(OC)c1 (stereo not given)
  A = -2.7	B = 5.5	C = 1.4	D = 3.3	E = i	F = -5.6	G = -3.6	H = -1.2	I = -2.3	J = i

mol: COCCN(Cc1ccccc1)C(=O)c1cc(S(=O)(=O)N2CCCCCC2)ccc1OC
  A = -34.6	B = 2.0	C = -4.4	D = 0.8	E = i	F = -10.4	G = -7.6	H = 1.5	I = 0.6	J = i

mol: CN(C)CCCNC(=O)c1cc(C(=O)c2ccccc2)c[nH]1
  A = 4.2	B = -6.0	C = 0.2	D = 0.1	E = i	F = -1.0	G = -1.6	H = 3.7	I = 0.5	J = i

mol: COc1cc(S(=O)(=O)N2CCN(c3ccccc3F)CC2)ccc1Cl
  A = 0.9	B = -0.4	C = 7.2	D = 1.6	E = i	F = 0.7	G = -10.8	H = -2.6	I = -3.2	J = i

mol: CCOc1ccc(NC(=O)CN(C)S(=O)(=O)c2ccc(-c3ccc(=O)[nH]n3)s2)cc1
  A = 8.2	B = 19.7	C = 17.6	D = 6.0	E = i	F = 3.6	G = 39.6	H = 31.9	I = -0.7	J = i

mol: CCOC(=O)[C@@H]1[C@H]2COc3ccccc3[C@@H]2N2C(=O)N(c3ccccc3)C(=O)[C@@]12C
  A = -4.4	B = -4.1	C = 2.2	D = -3.8	E = i	F = -1.4	G = -8.1	H = -0.9	I = 4.3	J = i

mol: CC(C)OC(=O)NCCOC(=O)Nc1ccc(Cl)cc1
  A = -0.7	B = -0.5	C = 0.1	D = -1.3	E = i	F = 0.7	G = -0.8	H = -6.0	I = -1.5	J = i

mol: CCOC(=O)Cn1nc(NC(=O)c2ccc(C(=O)OC)cc2)cc1C
  A = 3.5	B = -2.9	C = 1.3	D = -1.3	E = i	F = -1.8	G = -5.2	H = -2.6	I = 2.7	J = i

mol: CC(C)n1c(NCc2c[nH]c3ccccc23)nc2ccccc21
  A = -1.9	B = 0.5	C = -2.6	D = -0.5	E = i	F = 4.4	G = 9.4	H = 5.2	I = -1.6	J = i

mol: Cc1cccc(NC(=O)CSCC(=O)Nc2ccccc2N2CCCC2)c1
  A = -12.5	B = -3.2	C = -6.8	D = -3.2	E = i	F = -4.5	G = 3.4	H = 3.4	I = -0.6	J = i

mol: COc1cc(-c2nc(S(=O)(=O)c3ccccc3)c(N3CCOCC3)o2)cc(OC)c1OC
  A = 4.1	B = -2.9	C = 9.0	D = -1.4	E = i	F = -1.5	G = -8.0	H = -0.9	I = -3.2	J = i

mol: Cc1cc(-c2ccc(C(C)C)c(S(=O)(=O)NCCN3CCC(C)CC3)c2)on1
  A = 1.8	B = -8.7	C = -1.4	D = -1.4	E = i	F = -1.7	G = -8.8	H = 4.2	I = -0.7	J = i

mol: Cc1cccnc1NC(=O)Nc1ccc(Cl)cc1
  A = 8.2	B = -0.3	C = 8.4	D = 2.5	E = i	F = -1.6	G = 7.6	H = 0.4	I = -4.9	J = i

mol: CCOc1ccc(S(=O)(=O)NC2CCCC2)cc1
  A = -0.1	B = 4.3	C = -0.3	D = -0.2	E = i	F = -1.1	G = -2.0	H = -0.2	I = 0.6	J = i

mol: CCn1c(N)cc(=O)[nH]c1=S
  A = 5.3	B = -3.9	C = 3.8	D = 0.3	E = i	F = -0.8	G = -1.8	H = 3.1	I = -2.9	J = i

mol: Fc1cccc(Cc2noc(CN3CCCN(C4Cc5ccccc5C4)CC3)n2)c1
  A = 0.6	B = 1.4	C = -13.2	D = 0.7	E = i	F = -0.2	G = -7.3	H = 0.4	I = 3.2	J = i

# A different layout for 6 compounds above.
compound	SUMO1-SIM PPI	NadD inh	DNMT1 inh	STEP block	Rpn11 inh	LMPTP block	Scp-1 inhibitor	CSN deneddyl inh	Rin1 Abl inh	Neddylation inh
CC(C)OC(=O)NCCOC(=O)Nc1ccc(Cl)cc1	-0.7	-0.5	0.1	-1.3	i	0.7	-0.8	-6.0	-1.5	i
CCOC(=O)Cn1nc(NC(=O)c2ccc(C(=O)OC)cc2)cc1C	3.5	-2.9	1.3	-1.3	i	-1.8	-5.2	-2.6	2.7	i
CC(C)n1c(NCc2c[nH]c3ccccc23)nc2ccccc21	-1.9	0.5	-2.6	-0.5	i	4.4	9.4	5.2	-1.6	i
Cc1cccc(NC(=O)CSCC(=O)Nc2ccccc2N2CCCC2)c1	-12.5	-3.2	-6.8	-3.2	i	-4.5	3.4	3.4	-0.6	i
COc1cc(-c2nc(S(=O)(=O)c3ccccc3)c(N3CCOCC3)o2)cc(OC)c1OC	4.1	-2.9	9.0	-1.4	i	-1.5	-8.0	-0.9	-3.2	i
Cc1cc(-c2ccc(C(C)C)c(S(=O)(=O)NCCN3CCC(C)CC3)c2)on1	1.8	-8.7	-1.4	-1.4	i	-1.7	-8.8	4.2	-0.7	i

# Further compounds:
# Letter code – A = SUMO1-SIM PPI; B = NadD inh; C = DNMT1 inh; D = STEP block; E = Rpn11 inh; F = LMPTP block; G = Scp-1 inhibitor; H = CSN deneddyl inh; I = Rin1 Abl inh; J = Neddylation inh
mol: COc1ccccc1NC(=O)c1sc2ncn(Cc3ccccc3C)c(=O)c2c1C
  A = -31.8	B = 5.2	C = 0.5	D = 0.2	E = i	F = 1.1	G = -5.9	H = 7.8	I = -4.9	J = i

mol: COCCn1c(SCCOc2ccccc2)nc2ccccc2c1=O
  A = 2.0	B = -7.7	C = 2.0	D = -1.3	E = i	F = 1.1	G = -9.6	H = -4.4	I = -0.6	J = i

mol: O=C1NC[C@@H](CCCCN2CCN(CCc3ccccc3)C(=O)C2=O)N(CCC2CCCCC2)C1=O
  A = 1.6	B = 16.5	C = .	D = .	E = .	F = 0.8	G = .	H = -5.2	I = .	J = i

mol: COc1ccc(CNC(=O)C[C@H]2C[C@H](C(=O)N3CCCCC3)[C@@]3(C)c4[nH]c5cc(CCC(=O)N(C)C)ccc5c4CCN3C2=O)cc1OC
  A = -0.1	B = 0.9	C = 2.9	D = 2.1	E = i	F = 0.8	G = -1.3	H = -5.7	I = -4.2	J = i

mol: O=C(Nc1ccc(Br)cc1)C1CCCN(S(=O)(=O)c2cccnc2)C1 (stereo not given)
  A = 0.9	B = 2.8	C = 0.1	D = -2.0	E = i	F = 0.4	G = 4.7	H = 12.6	I = 0.6	J = i

mol: CN(C)S(=O)(=O)c1ccc(C(=O)Nc2nnc(-c3ccc4c(c3)CCCC4)o2)cc1
  A = 10.2	B = 20.6	C = -6.8	D = 3.9	E = i	F = 0.7	G = -9.1	H = -3.7	I = -1.3	J = i

mol: CCc1cc(C(=O)c2ccccc2)c(N)s1
  A = -2.2	B = -2.0	C = 0.6	D = -2.7	E = i	F = 1.1	G = -5.0	H = 4.2	I = 0.2	J = i

mol: CC(=O)c1c(C)[nH]c(C(=O)CSc2nnc(-c3ccccc3)o2)c1C
  A = -5.7	B = -0.6	C = -8.8	D = -1.7	E = i	F = -0.1	G = 5.6	H = 1.3	I = 1.5	J = i

mol: NC(=O)C(c1ccccc1)C1CCCCC1 (stereo not given)
  A = -1.2	B = -6.4	C = -0.8	D = -2.1	E = i	F = -1.1	G = -2.0	H = 1.1	I = 1.4	J = i

mol: Cc1cc(C(=O)OCC(=O)NCc2ccc(Cl)cc2)c(C)o1
  A = -0.9	B = 3.9	C = 0.6	D = 1.2	E = i	F = 0.0	G = -3.4	H = 0.0	I = -1.8	J = i

mol: Cc1cccc(OCCNc2cc(N3CCN(CCO)CC3)ccc2[N+](=O)[O-])c1
  A = -17.0	B = -12.6	C = -6.8	D = 8.9	E = i	F = -1.4	G = -1.7	H = -4.1	I = -11.5	J = i

mol: CCN(CC)CCNC(=O)CN1C(=O)CSc2ccc(S(=O)(=O)N3CCOCC3)cc21
  A = 8.4	B = -1.9	C = -0.8	D = -1.2	E = i	F = -1.6	G = .	H = 3.5	I = -2.8	J = i

mol: CCCc1cc(=O)oc2cc(OCC(=O)NCCN3CCOCC3)c(Cl)cc12
  A = 0.1	B = 4.0	C = -4.1	D = -0.4	E = i	F = -0.4	G = .	H = -0.4	I = -1.3	J = i

mol: O=C(O)CSc1nnc(C2COc3ccccc3O2)n1-c1ccccc1 (stereo not given)
  A = 1.1	B = -2.6	C = -1.1	D = -1.5	E = i	F = -0.7	G = -2.5	H = -1.2	I = -0.4	J = i

mol: CC[N+](CC)(CC)CC(=O)Nc1ccc(SC(F)F)cc1
  A = -1.9	B = 0.7	C = -1.4	D = -2.7	E = i	F = -0.5	G = 60.0*	H = 2.9	I = -2.7	J = i

mol: Cc1c(Cl)cccc1NC(=O)CNC(=O)Cc1c[nH]c2ccccc12
  A = 4.0	B = -2.0	C = -2.9	D = 0.1	E = i	F = -0.7	G = -8.1	H = -3.4	I = 1.9	J = i

mol: COc1ccc(CN2CCNC(=O)C2CC(=O)N(C)CC2CCOCC2)c(F)c1 (stereo not given)
  A = 3.2	B = 1.5	C = -1.6	D = 0.7	E = i	F = -0.3	G = -9.6	H = 0.3	I = 1.2	J = i

mol: O=C(CSc1nc(-c2ccco2)cc(C(F)(F)F)n1)NC1CCCCCCC1
  A = -3.8	B = 0.8	C = -2.5	D = 2.0	E = i	F = -0.7	G = -12.7	H = -0.9	I = 0.2	J = i

mol: O=S(=O)(NCc1cc(-c2ccccc2)no1)c1ccccc1Cl
  A = 1.6	B = -0.6	C = -4.0	D = -0.2	E = i	F = -0.1	G = -8.7	H = 2.1	I = 3.8	J = i

mol: Cn1nc(C(=O)Nc2cccc(C(F)(F)F)c2)c2ccccc2c1=O
  A = -10.9	B = -6.2	C = -2.1	D = -2.9	E = i	F = 0.5	G = -14.3	H = 2.4	I = 2.8	J = i

mol: COc1ccc(-n2nc3c(N4CCC(C(=O)N5CCCCCC5)CC4)nnc(C)c3c2C)cc1
  A = 1.6	B = -2.6	C = 0.5	D = -0.8	E = +	F = 1.3	G = 8.6	H = 10.9	I = 3.3	J = i
